CRFR2-BP antag: blocks CRF-induced signaling of the CRF-BP/CRF-R2 complex; actives 0.59% (n = 350,000); HEK293 CRF-R2/CRF-BP, CRF-induced calcium fluorescence; inhibition, % at 11.8 µM; AID 588475;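 active means inhibition of the ligand-induced calcium signal above about 50% at the single tested concentration, limit read from the data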
IDE inh: inhibits human insulin-degrading enzyme in HEK cells. AID 434962. inhibition, % at 5.59 µM. FAbetaB cleavage, fluorescence polarization. actives 0.41% (n = 320,000);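 active means percent inhibition above the average of all tested compounds plus 3 SD, set per screening campaign, cut at about 16% in these data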;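 further: IDE supplied by intact live HEK cells; FP after avidin binding of uncleaved biotin substrate so inhibition keeps polarization high; 0% = DMSO wells and 100% = 60 µM reference IDE inhibitor Ii1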
VIM-2 inh: blocks Pseudomonas aeruginosa VIM-2 metallo-beta-lactamase | inhibition, % at 5.6 µM | purified VIM-2, nitrocefin hydrolysis, epi-absorbance fluorescence | AID 1527 | actives 0.89% (n = 290,000);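 active means inhibition above the mean of all tested compounds plus 3 SD, cutoff set per screening run, cut at about 7.5% in these data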;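 further: red hydrolysis product quenches plate fluorescence so inhibitors raise well fluorescence; 0% = enzyme with DMSO and 100% = DMSO without enzyme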
p-CIP stab down: p/CIP protein destabilization; Q05BA5; F442A p/CIP-EGFP cells, EGFP fluorescence, 16 h; decrease of EGFP signal, % at 10 µM; actives 0.01% (n = 290,000);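 active means EGFP signal decrease of at least 30% at 10 µM or well 3 SD below plate mean, unless failing retest; inactive means the rest, including hits failing retest or dose response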; further: some compounds called inactive have numbers as strong as hits; many of its hits are not listed in these tables
IDE act: boosts human insulin-degrading enzyme activity in HEK cells. FAbeta-B cleavage, fluorescence polarization; 0% vehicle, 100% cell-free pure enzyme wells. P14735. actives 0.073% (n = 340,000). activation, % at 5.96 µM;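 active means activation above the mean of all tested compounds plus 3 SD, set per screening campaign, cut at about 17% in these data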
HCV NS3 hel inh: inhibitors of Hepatitis C virus NS3 helicase; NS3 helicase DNA unwinding, Cy5 molecular beacon fluorescence; actives 0.56% (n = 290,000); inhibition, % at 10.9 µM; AID 1800;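 active means inhibition above the mean of all tested compounds plus 3 SD, set per campaign, cut at about 35% in these data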;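 further: 0% = DMSO wells and 100% = thioflavine S control wells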
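System: Hepatitis C virus NS3 helicase domain fragment enzyme | Reagent: Annealed dual-labelled DNA beacon duplex, ATP-started | Compound dosing: 10.9 µM single point, 0.8% DMSO | Incubation: 1 h reaction at 25 °C, ATP-initiated | Technique: Cy5 fluorescence | Evaluation: Percent inhibition from t60/t0 fluorescence ratio | Benchmarks: Low DMSO, high thioflavine S at 110 µM | Replication: Singlicate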
UBC9 SUMO inh: SUMOylation inhibition; P63279; HTRF SUMOylation assay, SAE1/SAE2 + UBC9, in vitro; inhibition, % at 35 µM; actives 0.36% (n = 290,000); AID 2006; in the data active means inhibition above about 50%, passing the limit was not always enough; further: strong numbers were not always called active
Target sequence (P63279 whole entry, looked up): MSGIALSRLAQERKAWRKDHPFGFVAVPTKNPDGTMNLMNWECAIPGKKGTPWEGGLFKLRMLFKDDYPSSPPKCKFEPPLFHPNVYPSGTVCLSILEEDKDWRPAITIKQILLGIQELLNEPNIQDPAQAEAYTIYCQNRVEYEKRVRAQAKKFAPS
IMP-1 inhibitor: blocks Pseudomonas aeruginosa IMP-1 metallo-beta-lactamase | purified IMP-1, nitrocefin hydrolysis, epi-absorbance fluorescence | inhibition, % at 5.6 µM | actives 0.45% (n = 290,000);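 active means inhibition above the mean plus 3 SD of all compounds in the same screening run, cut at about 4.5% in these data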;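 further: 0% = IMP-1 with DMSO and 100% = DMSO wells lacking enzyme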
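Assay system: purified recombinant IMP-1 beta-lactamase. Input: IMP-1 0.2 nM before substrate addition. Buffer or medium: Zinc- and detergent-supplemented HEPES buffer, pH 7.1. Schedule: 25 °C, 15 min preincubation, 25 min reaction. Signal: Epi-absorbance fluorescence, 480 nm excitation, 530 nm emission. Evaluation: percent inhibition from optical density relative to buffer-blank wells.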
GalR3 antag: blocks the human galanin receptor 3; HEK293 GalR3-CNG cAMP membrane potential fluorescence; galR3 body fused to GalR1 C-terminus; inhibition, % at 3 µM; actives 0.44% (n = 360,000);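 active means inhibition above the screen-wide average plus 3 SD, cut at about 13% in these data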;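 further: forskolin and galanin both at EC90 stimulate the cells; cAMP rise reported by CNG channel membrane potential dye signal; 0% = forskolin plus galanin with DMSO and 100% = forskolin alone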
Target sequence (O60755 1-299 limits assumed): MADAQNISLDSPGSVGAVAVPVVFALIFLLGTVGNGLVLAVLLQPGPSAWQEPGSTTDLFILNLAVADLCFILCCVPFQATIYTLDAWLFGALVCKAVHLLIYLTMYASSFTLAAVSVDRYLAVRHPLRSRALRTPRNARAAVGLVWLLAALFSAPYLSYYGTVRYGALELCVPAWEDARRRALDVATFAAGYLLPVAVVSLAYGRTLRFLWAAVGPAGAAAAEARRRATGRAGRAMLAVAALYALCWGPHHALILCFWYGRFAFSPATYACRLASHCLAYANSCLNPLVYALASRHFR
An asterisk follows results filed as active; / = not tested or not shown.

SMILES	CRFR2-BP antag	IDE inh	VIM-2 inh	p-CIP stab down	IDE act	HCV NS3 hel inh	UBC9 SUMO inh	IMP-1 inhibitor	GalR3 antag
O=C(NCc1ccncc1)Nc1cccc(Cl)c1	6	3	-1.6	-4	-2	-11	7	-4.5	10
COc1nc(N(C)C)nc(N(C)c2cc(Cl)cc(Cl)c2)n1	-2	4	3.1	-10	6	0	-7	-3.6	-5
COc1cc(C(=O)Nc2cccc(-c3nc4ncccc4o3)c2C)cc(OC)c1OC	7	2	-2.7	4	3	5	8	-1.6	-3
CCOC(=O)c1cc(-c2nnc(-c3ccc(Cl)cc3)o2)c(C)nc1C	-9	2	0.4	0	6	-5	-1	-2.0	2
Cc1cccc(C)c1OCCCCn1cnc2ccccc2c1=O	-27	0	-2.6	-15	-1	-13	11	-2.6	-6
COc1ccc(-c2cc(C)no2)cc1S(=O)(=O)N1CCCN(Cc2ccc(F)cc2)C1	8	-4	-1.0	-22	4	-21	21	-1.5	-12
CCN1CCN(C(=O)CN(C)S(=O)(=O)c2cc(C)ccc2OC)CC1	-6	1	1.8	-6	3	10	11	-2.5	-4
CC(=O)Nc1cccc(Oc2ncnc3scc(-c4ccc(C(C)C)cc4)c23)c1	-72	6	-0.2	-6	3	-7	-24	-1.6	-2
COc1ccc(C(=O)Nc2cc(C(F)(F)F)ccc2-n2cnc3ccccc32)cc1	-26	1	-1.6	-18	-4	-15	-20	-3.7	-2
COC(=O)c1cccc(NS(C)(=O)=O)c1C	-4	-4	-2.8	-1	1	10	11	-2.4	-4
CCOC(=O)c1cc2c(n(-c3ccc(C)cc3)c1=O)CCCC2=O	-16	3	-1.3	5	0	5	22	-1.7	-2
Cn1cc(C(=O)c2ccc(Cl)cc2Cl)cc1C(=O)N/N=C(\N)COc1cccc(C(F)(F)F)c1	-3	5	-5.4	-4	-9	-6	-17	-4.4	-2
COC(=O)c1ccccc1NC(=O)c1ccc(NC(=O)C2CCCO2)cc1 (stereo not given)	-3	-2	3.5	-51	-1	18	-12	-0.9	2
O=C(Nc1ccc(NC(=O)c2ccco2)nc1)c1ccco1	0	-5	0.2	5	1	3	18	-1.1	-3
C[C@@H]1CN(Cc2nc(Cc3ccccc3F)no2)C[C@H](C)O1	-3	1	-2.7	-4	-4	8	1	-1.8	-1
CCOC(=O)C1CCN(S(=O)(=O)c2c(C)[nH]c(C)c2C(=O)N2CCCCC2)CC1	9	4	-2.8	1	1	9	-5	-2.6	1
CCOC(=O)/C(C#N)=C/c1cccc(C)c1	0	/	-0.6	7	2	10	10	-1.2	-6
Cc1cc(-c2n[nH]c(=S)n2/N=C/C(Cl)=C/c2ccccc2)n[nH]1	-58	-1	-1.2	-6	-9	2	15	-3.7	-3
O=[N+]([O-])c1ccccc1S(=O)(=O)Nc1cccnc1	4	-3	0.2	3	3	-3	-4	-2.4	-1
CC(C)(C)OC(=O)NCc1nc(N)n[nH]1	15	-7	-2.6	-18	11	3	-1	-2.3	-6
Cc1cc(C)cc(N(CCC#N)C(=O)CSc2nc3nc(C)cc(C)n3n2)c1	18	-3	0.1	-12	-2	3	35	-1.3	-3
COc1ccc2oc(C(=O)N(C)Cc3ccc4c(c3)OCCO4)c(C)c2c1	-2	2	/	/	0	/	/	/	-4
Cc1cc(C(=O)CN2C(=O)c3ccccc3C2=O)c(C)n1Cc1cccs1	-2	-2	1.0	1	-6	3	22	-0.6	4
COc1cccc(NC(=O)c2cc(-c3ccccn3)nc3ccccc23)c1	-6	1	/	/	6	/	/	/	-5
CC(C)C(NC(=O)OCc1ccccc1)C(=O)OCC(=O)N1CCCCC1 (stereo not given)	-11	3	-1.6	-3	-4	-4	22	-2.3	-2
OCCCn1c(C(CO)Nc2nc(-c3ccc(Cl)cc3)cs2)nc2ccccc21 (stereo not given)	-9	1	/	/	0	/	/	/	-5
CCOC(=O)C1=C(O)/C(=C/c2cn(CC(=O)NCC3CCCO3)c3ccccc23)SC1=Nc1ccc(C)cc1 (stereo not given)	-18	3	-2.3	/	9	4	/	0.2	/
O=C(NC1=NCCS1)c1sc2cc(Cl)cc(Cl)c2c1Cl	16	-1	-0.8	10	-5	-4	-2	-4.2	6
CC(C)CN(C(=O)COC(=O)CNC(=O)c1ccccc1F)C1CCS(=O)(=O)C1 (stereo not given)	4	0	-0.5	-3	0	-3	14	-1.8	-9
Cc1ccc(C(=O)Nc2ccc(Cl)cn2)cc1S(=O)(=O)N1CCOCC1	-14	0	-2.8	13	2	0	-18	-1.5	1
COC(=O)C1CC(=O)N(Cc2ccccc2)C1 (stereo not given)	-17	1	-4.3	1	5	1	10	-1.5	-5
COc1ccc(-n2ccnc2CN2CCCC(CO)(Cc3cccc(OC)c3)C2)cc1 (stereo not given)	0	4	-1.7	-9	-2	-15	26	-2.5	6
CSc1nc(C)cc(/C=C\c2ccccc2)c1C#N	-28	4	-3.6	-26	2	0	-1	-2.0	-1
C=C1C(C(=O)N2CCN(C)CC2)C1C(=O)N1CCN(C)CC1 (stereo not given)	-11	-4	-1.5	-2	1	-11	20	-2.2	3
Cc1ccc(OCC(=O)N2CCC(C)CC2)c([N+](=O)[O-])n1	-11	-1	/	/	8	/	/	/	-4
O=S(=O)(Nc1ccc2oc(-c3ccccc3)nc2c1)c1ccccc1	-9	7	-2.0	3	-1	-19	29	1.6	-1
CC(=O)NCCCc1c[nH]c2ccc(Cl)cc12	-4	-2	-2.7	-12	-2	3	25	-2.9	-6
O=S(=O)(NC1CCCC1)c1ccc(S(=O)(=O)NC2CCCC2)cc1	-71	2	0.9	-8	-3	0	20	-1.6	-5
O=C(NC1(C(=O)NC2CCCC2)CCCCC1)c1ccc2c(c1)OCO2	-4	1	-3.7	-10	-2	1	6	-2.9	0
CCOC(=O)C(C)Oc1cccc2c(=O)n(CC(=O)N3CCc4ccccc43)ccc12 (stereo not given)	25	4	-3.2	6	7	0	17	-3.8	/

3 entries drawn at random from those above, as already listed:
SMILES	CRFR2-BP antag	IDE inh	VIM-2 inh	p-CIP stab down	IDE act	HCV NS3 hel inh	UBC9 SUMO inh	IMP-1 inhibitor	GalR3 antag
CCOC(=O)C1=C(O)/C(=C/c2cn(CC(=O)NCC3CCCO3)c3ccccc23)SC1=Nc1ccc(C)cc1 (stereo not given)	-18	3	-2.3	/	9	4	/	0.2	/
CCOC(=O)C(C)Oc1cccc2c(=O)n(CC(=O)N3CCc4ccccc43)ccc12 (stereo not given)	25	4	-3.2	6	7	0	17	-3.8	/
Cc1cc(C)cc(N(CCC#N)C(=O)CSc2nc3nc(C)cc(C)n3n2)c1	18	-3	0.1	-12	-2	3	35	-1.3	-3

Carrying on:
SMILES	CRFR2-BP antag	IDE inh	VIM-2 inh	p-CIP stab down	IDE act	HCV NS3 hel inh	UBC9 SUMO inh	IMP-1 inhibitor	GalR3 antag
COc1cccc(CN2C[C@]34C=C[C@@H](C[C@@H]3S2(=O)=O)O4)c1	7	2	/	-5	6	/	10	/	-2
COc1ccc(-c2ccc(C#N)c(OC(=O)c3c(Cl)cccc3Cl)n2)cc1	-3	0	-0.5	-1	0	3	4	-3.1	0
Cc1cccc(/C=N/NC(=O)c2cc(Br)ccc2OCc2ccccc2)n1	3	6	-4.1	-18	1	4	29	-4.4	-11
Nc1ccc(C(=O)OCc2nc3ccccc3s2)cc1	-17	-4	0.5	0	-3	-11	-8	-2.5	6
CCOc1cc(C#N)c(NC(=O)c2cccnc2)cc1OCC	0	0	-4.5	-4	0	8	14	-4.6	3
O=C(O)CN1C(=O)/C(=C2\C(=O)N(Cc3ccccc3Cl)c3ccccc32)SC1=S	20	9	-0.1	-16	0	-6	28	-4.9	-6
Cc1[nH]n(-c2ccccc2)c(=O)c1C1(C(F)(F)F)C(=O)N(c2ccccc2)C2=C1C(=O)CC(C)(C)C2 (stereo not given)	-9	1	-4.8	-14	1	8	3	-7.7	-5
CCOC(=O)Cc1csc(SCc2nc3ccccc3c(=O)[nH]2)n1	-8	7	-3.8	-1	-4	-1	27	-6.3	-2
COc1cc(OC)cc(C(=O)NCC2CCCN(C(=O)c3csc(C(C)C)n3)C2)c1 (stereo not given)	-5	/	0.1	1	2	-3	-5	-1.1	-2
O=C(CSc1nnc(-c2cccnc2)n1CCN1CCCCC1)Nc1cccc(Cl)c1	-4	3	-2.0	0	1	10	-16	-1.2	-1
COCCNC(=O)C1CC2Cn3c(nc4cc(Cl)c(Cl)cc43)C2N1C (stereo not given)	-1	0	/	5	2	/	1	/	-8
Cc1cccc(NC(=O)c2nc[nH]c2C(=O)N[C@H](C)c2ccccc2)c1	1	3	/	/	1	/	/	/	-3
CNC(=O)NC(=O)COC(=O)c1n[nH]c2ccccc12	15	2	0.0	-7	-1	-1	12	-2.6	-3
COc1ccc(NC(=O)COC(=O)CCCc2c[nH]c3ccccc23)cc1OC	10	-3	-1.5	-3	3	-2	-19	-0.7	/
Cc1ccc(C(=O)CSc2nc(C(C)C)nc3ccccc23)cc1	-1	-1	-2.7	-11	-2	-5	3	-1.8	-10
CCOc1ccc(-c2ccc(C=O)o2)c([N+](=O)[O-])c1	-2	12	-2.3	-2	4	10	-5	-1.8	8
CCN(Cc1ccccc1)C(=O)CCc1nc(-c2ccc(C)cc2)no1	13	3	-3.5	-6	2	-6	-12	-3.3	1
O=S(=O)(Nc1cc(Cl)ccc1-n1cncn1)c1ccc(F)cc1	0	-4	/	/	1	/	/	/	-3
CC(=O)C1=C(O)C(=O)N(Cc2cccnc2)C1c1ccccc1Cl (stereo not given)	4	-1	-2.2	2	8	10	23	-6.6	-2
N#Cc1ccc(Oc2ncccn2)cc1	2	-6	/	/	1	/	/	/	1
CC1=NOC(=O)/C1=C\c1ccc(-c2ccc(Br)cc2)o1	-27	/	-2.7	-9	-18	24	31	-1.8	-4
O=C(CSc1nc2cc(C(=O)O)ccc2c(=O)n1-c1ccc(F)cc1)Nc1ccc(F)c(F)c1F	6	0	-1.7	-11	-2	13	11	-3.1	-9
COCCn1c(Br)nc2c1c(=O)n(C)c(=O)n2C	21	-4	-2.6	-9	/	-1	-6	-3.3	3
CC(OC(=O)Cc1ccc(F)cc1)C(=O)NCc1ccc2c(c1)OCO2 (stereo not given)	10	-3	/	/	-1	/	/	/	1
CCCCc1cc(=O)oc2c(C)c(OCC(=O)NCc3ccccn3)ccc12	-5	4	-2.7	-21	6	10	1	-2.8	0
CN(CC(=O)Nc1ccc(F)c(F)c1F)C(=O)c1nn(Cc2ccccc2)c(=O)c2ccccc12	-2	-1	/	/	3	/	/	/	-5
CCOc1ccc(S(=O)(=O)Nc2ccc(C(=O)N3CC(C)OC(C)C3)cc2)cc1 (stereo not given)	-19	-7	/	/	0	/	/	/	-2
CCCCn1c(Cc2ccccc2)nnc1SCC(=O)Nc1cc(C)on1	2	-1	-2.7	12	1	-3	-64	0.1	-3
S=C(Nc1ccc2cn[nH]c2c1)Nc1ccc(Cl)cc1Cl	-12	-4	-0.7	19	0	-14	0	-4.0	-5
Cc1cc(C)cc(NC(=S)NC2CC3CCCC(C2)N3C2CCCC2)c1 (stereo not given)	-30	1	-5.2	-2	3	-7	-6	-4.1	-10
